HSP90 inh: inhibitors of HSP90 luciferase refolding in rabbit reticulocyte lysate | luciferase refolding luminescence, 3 h | inhibition, % at 5.6 µM | 290,000 tested, 0.91% active | AID 1789;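 active = inhibition above the screen-wide mean plus 3 SD, computed separately per campaign, cut at about 16% in these data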;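 also: 0% = DMSO wells and 100% = 60 µM geldanamycin wells; inhibitors lower the luminescence because luciferase stays unfolded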
HDAC3 inh: inhibitors of human histone deacetylase 3; recombinant HDAC3, fluorogenic peptide/trypsin coupled, fluorescence; inhibition, % at 8.3 µM; 320,000 tested, 0.15% active; AID 2718; in the data active = inhibition above about 26%, passing the limit was not always enough; inconclusive = no clear call, values can overlap the other calls
Target sequence (O15379 whole entry, looked up): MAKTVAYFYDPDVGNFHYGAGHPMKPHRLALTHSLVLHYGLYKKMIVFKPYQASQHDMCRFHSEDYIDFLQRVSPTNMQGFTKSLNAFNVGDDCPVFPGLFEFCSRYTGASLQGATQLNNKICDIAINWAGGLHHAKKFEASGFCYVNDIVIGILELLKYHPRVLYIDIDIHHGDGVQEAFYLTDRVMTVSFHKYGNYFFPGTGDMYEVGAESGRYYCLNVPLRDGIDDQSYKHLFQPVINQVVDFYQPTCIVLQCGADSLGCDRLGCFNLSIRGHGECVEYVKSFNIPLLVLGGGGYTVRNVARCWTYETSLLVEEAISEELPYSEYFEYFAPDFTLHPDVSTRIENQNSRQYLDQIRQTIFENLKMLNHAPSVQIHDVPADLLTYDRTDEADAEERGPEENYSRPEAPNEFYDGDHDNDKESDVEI
HSF-1 act: increases HSF-1 driven luciferase reporter signal. AID 504408. activation, % at 9 µM. NIH3T3-HGL HSF-1 luciferase reporter, MG132, 8 h; 100% = twice DMSO control signal. 300,000 tested, 1.7% active;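 active = mean replicate activation of at least 50% with a set share of replicates each reaching 50%; inconclusive = only one of those two conditions met; inactive = mean below 50% and too few replicates reaching it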;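 also: 0% = median of the neutral control wells and 100% = twice that signal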
GSK3A inh: blocks human GSK-3 alpha kinase. P49840. ADP-Glo luminescence, 60 min. inhibition, % at 10 µM. 320,000 tested, 0.1% active. AID 2650;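 in the data active = inhibition above about 50%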;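 also: GST-tagged GSK-3 alpha with peptide substrate and 25 µM ATP; 0% = DMSO neutral wells and 100% = GW8510 positive control wells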
AI-2 QS modul: modulators of Vibrio harveyi AI-2 quorum sensing system; 300,000 tested, 0.4% active; Vibrio harveyi JMH597 AI-2 luminescence/OD600 ratio, 9 h; hits give low values; strain lacks LuxN and CqsS sensors; 0 = neutral-control median; AID 2094; activity change, % at 7.5 µM; in the data active = activity change below about -75%, passing the limit was not always enough; inconclusive = no clear call, values can overlap the other calls;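 also: luminescence divided by OD600 gain over 9 h not by final OD600 alone; inactives centre near 13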
PolyA inh: blocks polyadenylation in yeast reporter cells; S. cerevisiae SKY197-pL101 polyadenylation reporter, beta-gal luminescence; efflux-impaired pdr1/pdr3 knockout yeast; score 100 = 6 SD above DMSO; calls only at 12 µM; 300,000 tested, 0.02% active; AID 1875;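 active = lowest replicate activity score at least 50, where 100 means six control SD above control mean; inconclusive = lowest score under 50 but half or more replicates reach 50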;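 also: yeast exposed to compound for 9 h at 30 °C; higher score means more reporter readthrough which indicates perturbed polyadenylation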
GSK3B inh: human GSK3beta kinase inhibition; activity score (negative = inhibition), % at 10 µM; 300,000 tested, 0.038% active; GST-GSK3beta kinase, ADP-Glo luminescence, 60 min; hits give low values; P49841;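 active = more than half of replicate wells score below -50%, meaning over 50% inhibition versus plate controls; inconclusive = some replicates but at most half score below -50%; inactive = no replicate scores below -50%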;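 also: 0% = median DMSO wells and -100% = median GW8510 positive control wells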
Target sequence (P49841 whole entry, looked up): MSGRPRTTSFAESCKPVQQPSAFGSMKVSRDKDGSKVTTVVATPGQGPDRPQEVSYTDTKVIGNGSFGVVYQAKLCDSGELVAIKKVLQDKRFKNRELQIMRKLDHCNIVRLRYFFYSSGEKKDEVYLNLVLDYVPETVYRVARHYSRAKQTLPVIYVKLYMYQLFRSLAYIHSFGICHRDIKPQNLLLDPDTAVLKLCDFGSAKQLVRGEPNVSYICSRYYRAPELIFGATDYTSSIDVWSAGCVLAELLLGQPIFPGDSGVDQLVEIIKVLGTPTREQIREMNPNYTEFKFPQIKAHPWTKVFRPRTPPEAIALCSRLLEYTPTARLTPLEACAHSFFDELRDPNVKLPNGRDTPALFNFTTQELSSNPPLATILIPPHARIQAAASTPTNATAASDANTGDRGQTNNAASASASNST
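test system = GST-tagged human GSK3beta kinase, cell-free | reagent = 25 µM ATP with peptide substrate | dosing = one dose of 10 µM per compound | schedule = 60 min reaction, RT | detection = luminescent ADP-Glo measurement of ADP formed | control set = DMSO neutral wells and GW8510 at 20 µM as positive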
Platelet DG rel: modulates dense granule release in human platelets | inhibition, %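 (compounds screened at 7.5 µM in platelet-rich plasma)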 | 300,000 tested, 0.22% active | human platelet-rich plasma, SFLLRN dense granule ATP release, luminescence;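 active = mean replicate score, as percent of positive control, at or above 50; inconclusive = mean below 50 but at least one replicate at or above 50; inactive = mean and every replicate below 50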
DYRK1A inh: Dyrk1A (rat) kinase inhibition | Q63470 | inhibition, % at 12.5 µM | ADP-Glo luminescence, NFATc1 peptide | 310,000 tested, 0.43% active; in the data active = inhibition above about 50%;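 also: plate controls were vehicle with enzyme for no effect and no enzyme for full effect; many of its hits are not listed in these tables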
HSF1 inhib: HSF1 inhibition; 300,000 tested, 0.77% active; NIH3T3-HGL HSE-luciferase, MG132-induced, luminescence 8 h; hits give low values; activity change, negative = inhibition, % at 7.5 µM (by protocol);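 active = more than half of replicate wells show activity change below -50%, luminescence cut by over half; inconclusive = some wells, but at most half, below -50%; inactive = no replicate well below -50%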;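 also: luciferase reports HSF-1 transcriptional activity via heat shock element; 0% = median of DMSO wells and -100% = zero luminescence signal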
* marks the source's active call; other numbers are inactive results. A portion of the library, so the mix of outcomes need not match the whole.

Screening CC1=C(C(N)=O)C(c2cccs2)n2nc(-c3cccc(C)c3)nc2N1 (centres undefined) returned HSP90 inh -1, HDAC3 inh 3, HSF-1 act -6, GSK3A inh -1, AI-2 QS modul 25, PolyA inh inactive, GSK3B inh 1, Platelet DG rel 0, DYRK1A inh 0 and HSF1 inhib -1.
For COc1ccnc(NCc2cccc(C(F)(F)F)c2)c1C#N the results were HSP90 inh -2, HDAC3 inh 5, HSF-1 act 7, GSK3A inh -3, AI-2 QS modul 20, PolyA inh inactive, GSK3B inh 2, Platelet DG rel 5, DYRK1A inh -5 and HSF1 inhib 5.
Screening CC1CN(C(=O)c2cccc(Oc3ccccc3)c2)CC(C)O1 (centres undefined) returned HSP90 inh -2, HDAC3 inh -9, HSF-1 act -12, GSK3A inh 0, AI-2 QS modul 12, PolyA inh inactive, GSK3B inh 3, Platelet DG rel 2, DYRK1A inh -3 and HSF1 inhib -1.
`O=C(CN1CCCN(Cc2ccc(F)cc2Cl)C1=O)NCc1ccccc1` gave HSP90 inh 2, HDAC3 inh -3, HSF-1 act -2, GSK3A inh -1, AI-2 QS modul 10, PolyA inh inactive, GSK3B inh 5, Platelet DG rel 4, DYRK1A inh 17 and HSF1 inhib -1.
Screening COc1ccccc1CNC(=O)CCCn1nc(C)c2c(C)n(-c3ccccc3)nc2c1=O returned HSP90 inh -2, HDAC3 inh -1, HSF-1 act 10, GSK3A inh -2, AI-2 QS modul 16, PolyA inh inactive, GSK3B inh -2, Platelet DG rel -5, DYRK1A inh -4 and HSF1 inhib 6.
Screening CC(=O)N(CN1C(=O)c2ccccc2C1=O)c1ccc2c(c1)oc1ccccc12 returned HSP90 inh 1, HDAC3 inh 6, HSF-1 act 6, GSK3A inh 2, AI-2 QS modul 16, PolyA inh inactive, GSK3B inh 3, Platelet DG rel 11, DYRK1A inh 0 and HSF1 inhib 7.
Screening CCc1ccc(NC(=O)c2n[nH]c(=O)c3ccccc23)cc1 returned HSP90 inh 0, HSF-1 act 36, GSK3A inh 2, AI-2 QS modul 45, PolyA inh inactive, GSK3B inh 5, Platelet DG rel 1, DYRK1A inh -3 and HSF1 inhib 8.
Screening CCOC(=O)c1cc(NC(=O)CSc2nnc(CN3CCOCC3)n2C)ccc1Cl returned HSP90 inh -3, HDAC3 inh 0, HSF-1 act 10, GSK3A inh 1, AI-2 QS modul -5, PolyA inh inactive, GSK3B inh 3, Platelet DG rel -9, DYRK1A inh -11 and HSF1 inhib -7.
Cc1ccc(NC(=O)CCc2c(C)nc3ncnn3c2C)cc1 was read as HSP90 inh -1, HDAC3 inh -1, HSF-1 act -13, GSK3A inh 0, AI-2 QS modul 10, PolyA inh inactive, GSK3B inh 2, Platelet DG rel 6, DYRK1A inh -7 and HSF1 inhib -9.
For CCOC(=O)c1cc(S(=O)(=O)NC2CCCCC2)cn1C the results were HSP90 inh -1, HDAC3 inh inconclusive, HSF-1 act 15, GSK3A inh 2, AI-2 QS modul 12, PolyA inh inactive, GSK3B inh 5, Platelet DG rel -3, DYRK1A inh -4 and HSF1 inhib 1.
`Cc1cc(N=Nc2ccccc2C(=O)O)c(C)c(C)c1O` gave HSP90 inh 4, HDAC3 inh 9, HSF-1 act -1, GSK3A inh 11, AI-2 QS modul 6, PolyA inh inactive, GSK3B inh -23, Platelet DG rel -3, DYRK1A inh 35 and HSF1 inhib -2.
Screening COc1ccc(C(=O)NC(C)Cc2cnccn2)cc1OC1CCN(C(C)C)CC1 (centres undefined) returned HSP90 inh 4, HDAC3 inh 5, HSF-1 act 8, GSK3A inh 0, AI-2 QS modul 29, PolyA inh inactive, GSK3B inh 3, Platelet DG rel -13, DYRK1A inh -5 and HSF1 inhib -3.
COc1cc(C(=O)Oc2cccc(/C=N/NC(=O)c3cc(C)[nH]n3)c2)cc(OC)c1OC was read as HSP90 inh -4, HDAC3 inh 1, HSF-1 act 12, GSK3A inh 0, AI-2 QS modul 9, PolyA inh inactive, GSK3B inh 4, Platelet DG rel -5, DYRK1A inh -3 and HSF1 inhib -2.
Screening CC(C)(C)c1ccc(C2=CSC3=NCCN23)cc1 returned HSP90 inh 0, HDAC3 inh -2, HSF-1 act 0, GSK3A inh 0, AI-2 QS modul 16, PolyA inh inactive, GSK3B inh -4, Platelet DG rel 3, DYRK1A inh 17 and HSF1 inhib -4.
Screening CC(C)N1CCc2c(sc(NC(=O)Cc3ccccc3)c2C#N)C1 returned HSP90 inh 0, HDAC3 inh -1, HSF-1 act 33, GSK3A inh 1, AI-2 QS modul 15, PolyA inh inactive, GSK3B inh 0, Platelet DG rel 5, DYRK1A inh 5 and HSF1 inhib 2.
CC1=CCC(C(=O)O)(C(=O)N/N=C/c2cccs2)C(c2ccc(F)cc2)C1 (centres undefined) was read as HSP90 inh 1, HDAC3 inh 2, HSF-1 act -8, GSK3A inh -3, AI-2 QS modul 22, PolyA inh inactive, GSK3B inh 0, Platelet DG rel 13, DYRK1A inh -4 and HSF1 inhib -4.
O=C(NCCC1=CCCCC1)c1cc(S(=O)(=O)N2CCOCC2)c(Cl)cc1Cl was read as HDAC3 inh -2, HSF-1 act 1, GSK3A inh 1, AI-2 QS modul -5, PolyA inh inactive, GSK3B inh -3, Platelet DG rel -2, DYRK1A inh 5 and HSF1 inhib -1.
`CCc1ccc(C(=O)N/N=C/c2ccncc2)s1` gave HSP90 inh -3, HDAC3 inh 8, HSF-1 act -4, GSK3A inh 6, AI-2 QS modul 29, PolyA inh inactive, GSK3B inh -1, Platelet DG rel 4, DYRK1A inh 30 and HSF1 inhib 0.
COc1cc(C(=O)Nc2ccc(NC(=O)c3cccc(Cl)c3)nc2)cc(OC)c1OC was read as HSP90 inh 3, HSF-1 act -6, AI-2 QS modul -4, PolyA inh inactive, GSK3B inh -2, Platelet DG rel 0, DYRK1A inh 0 and HSF1 inhib -10.
Oc1ccc(-c2nccc(-c3ccc(Br)cc3)n2)cc1 was read as HSP90 inh -1, HDAC3 inh 10, HSF-1 act 21, GSK3A inh 1, AI-2 QS modul 8, PolyA inh inactive, GSK3B inh 5, Platelet DG rel 2, DYRK1A inh -1 and HSF1 inhib 10.
Screening O=C(c1ccc2c(c1)OCCO2)C1CCN(C(=O)c2ccc(F)cc2)CC1 returned HSP90 inh 1, HDAC3 inh -4, HSF-1 act 14, GSK3A inh -1, PolyA inh inactive, Platelet DG rel 4, DYRK1A inh 5 and HSF1 inhib -6.
`CC1CCCCC1NC(=O)COCc1cc(-c2cccs2)on1` (centres undefined) gave HSP90 inh -2, HDAC3 inh 0, HSF-1 act 2, GSK3A inh -3, AI-2 QS modul 11, PolyA inh inactive, GSK3B inh 2, Platelet DG rel -3, DYRK1A inh 1 and HSF1 inhib -1.
For CCOc1ccc(N2CC(C(=O)Nc3ccc(S(=O)(=O)NCC4CCCO4)cc3)CC2=O)cc1 (centres undefined) the results were HSP90 inh 1, HDAC3 inh -10, HSF-1 act 16, GSK3A inh -1, PolyA inh inactive, Platelet DG rel -9, DYRK1A inh -2 and HSF1 inhib -10.
COc1ccc(C(=O)N/N=C/c2ccccc2OC(=O)c2ccccc2)cc1 was read as HSP90 inh -6, HDAC3 inh 20, HSF-1 act 10, GSK3A inh -2, AI-2 QS modul 8, PolyA inh inactive, GSK3B inh -1, Platelet DG rel 9, DYRK1A inh 2 and HSF1 inhib 0.
`COC(=O)Cn1c2[n+](c3ccccc31)CC(O)CS2` (centres undefined) gave HSP90 inh 0, HDAC3 inh -4, HSF-1 act -9, GSK3A inh -3, AI-2 QS modul 21, PolyA inh inactive, GSK3B inh 2, Platelet DG rel -1, DYRK1A inh 6 and HSF1 inhib -1.
For Cc1cccc2sc(NC(=O)CCNS(=O)(=O)c3cccc4nonc34)nc12 the results were HSP90 inh 1, HDAC3 inh -4, GSK3A inh 0 and DYRK1A inh 6.
CCOC(=O)C1C(=O)CC(C)(O)C(C(=O)OCC)C1c1cccc(OC)c1 (centres undefined) was read as HSP90 inh -5, HDAC3 inh 1, HSF-1 act -15, GSK3A inh 0, AI-2 QS modul 7, PolyA inh inactive, GSK3B inh 1, Platelet DG rel -4, DYRK1A inh -9 and HSF1 inhib -5.
Screening COc1ccccc1NC(=O)C(=O)N/N=C(\C)CC(=O)Nc1ccccc1C(F)(F)F returned HSP90 inh -3, HDAC3 inh -2, HSF-1 act 17, GSK3A inh -2, AI-2 QS modul 16, PolyA inh inactive, GSK3B inh -2, Platelet DG rel -9, DYRK1A inh -9 and HSF1 inhib -6.
`CNC(C)C#Cc1ccc2sc3cc(OC)c(OC)cc3c(=O)c2c1` (centres undefined) gave HDAC3 inh -12, HSF-1 act 21, GSK3A inh 1, AI-2 QS modul -9, PolyA inh inactive, GSK3B inh -5, Platelet DG rel -2 and HSF1 inhib 13.
For [N-]=[N+]=CC(=O)C(Cc1ccccc1)N1C(=O)c2ccccc2C1=O (centres undefined) the results were HSP90 inh 2, HDAC3 inh -1, HSF-1 act 38, GSK3A inh 2, AI-2 QS modul 0, PolyA inh inactive, GSK3B inh -5, Platelet DG rel 10, DYRK1A inh -8 and HSF1 inhib 8.
